# Source: PubChem BioAssay (several laboratories)
# HCV core dimer: HCV core protein dimerization inhibition; TR-FRET GST/Flag-core106 dimerization, 1536-well; inhibition, % at 5 µM; 0.33% of 300,000 active;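 active means inhibition above the mean of all tested compounds plus 3 SD, set per screening campaign, cut at about 45% in these data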
#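 Material: GST/Flag-tagged HCV core106 proteins. Incubation: 4 h, 22.5 °C incubation. Read-out basis: inhibition (%) from 671 over 617 nm ratio. Measured by: TR-FRET, excitation 340 nm, emission 617 and 671 nm.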
# PP1 counter: blocks human PP1-alpha phosphatase, a PP5 counter-screen. purified PP1alpha, OMFP fluorescence. inhibition, % at 6.7 µM. P62136. 0.9% of 320,000 active;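 active means inhibition above the mean inhibition of all tested compounds plus 3 SD, computed separately for each screening campaign, cut at about 15% in these data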
# Target sequence (P62136 whole entry, looked up): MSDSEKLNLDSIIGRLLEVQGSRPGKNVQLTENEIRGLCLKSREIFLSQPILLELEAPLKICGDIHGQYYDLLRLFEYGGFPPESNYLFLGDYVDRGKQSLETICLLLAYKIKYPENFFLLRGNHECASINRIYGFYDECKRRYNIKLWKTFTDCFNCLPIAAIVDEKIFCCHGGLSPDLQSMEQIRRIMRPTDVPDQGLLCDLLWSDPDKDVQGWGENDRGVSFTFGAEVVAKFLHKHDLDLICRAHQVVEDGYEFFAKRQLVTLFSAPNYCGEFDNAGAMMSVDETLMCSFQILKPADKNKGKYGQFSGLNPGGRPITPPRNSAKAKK
# CTSL1 counter: cathepsin L1 inhibition, PFM18AAP counter-screen | recombinant F. hepatica cathepsin L1, Z-Leu-Arg-MCA fluorescence | inhibition, % at 5.96 µM | 0.49% of 300,000 active;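 active means inhibition above the mean of all tested compounds plus 3 SD, set per screening campaign, cut at about 17% in these data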;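 further: 0% = plate median of test compound wells and 100% = 1 µM Z-Phe-Ala-diazomethylketone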
# PP5 primary: PP5 (human) phosphatase inhibition | 0.18% of 320,000 active | purified PP5c, OMFP substrate fluorescence | AID 1987 | inhibition, % at 6.7 µM | P53041;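 active means inhibition above the campaign's mean inhibition across all tested compounds plus 3 SD, cut at about 9.5% in these data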;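 further: 0% = DMSO only and 100% = 100 µM cantharidin control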
# VLA-4 inh: inhibition in a human VLA-4 binding assay. VLA-4 expressing cells, ligand binding flow cytometry. P13612. 0.2% of 330,000 active. inhibition, % (about 7 µM as worked out from the volumes in the protocol); in the data active means inhibition above about 50%
# proCasp7 act: activates human procaspase-7, counter-screen for procaspase-3 activators. P55210. recombinant procaspase-7, Ac-DEVD-pNA absorbance 405 nm; D23A/D198A/D206A triple mutant, cannot self-cleave; scale: DMSO 0, 5 µM enzyme 100. activation, % at 8.5 µM. 0.093% of 330,000 active. AID 463210;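 active means percent activation above the screen-wide mean plus 3 SD, cut at about 25% in these data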
# Target sequence (P55210 whole entry D23A/D198A/D206A): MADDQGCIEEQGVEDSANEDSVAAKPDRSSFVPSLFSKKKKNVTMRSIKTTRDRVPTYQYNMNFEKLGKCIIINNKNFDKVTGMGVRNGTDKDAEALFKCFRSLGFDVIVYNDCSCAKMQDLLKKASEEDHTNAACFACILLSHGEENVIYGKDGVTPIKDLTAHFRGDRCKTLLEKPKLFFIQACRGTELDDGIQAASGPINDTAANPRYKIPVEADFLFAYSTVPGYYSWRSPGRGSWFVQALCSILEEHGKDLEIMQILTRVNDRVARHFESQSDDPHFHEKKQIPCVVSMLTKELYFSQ
#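 Assay system: Uncleavable procaspase-7 mutant enzyme | Input: 2 µM procaspase-7 mutant as dispensed | Timing: 1 h compound preincubation, 2 h substrate cleavage, 25 °C | Repeats: One well per compound | Control set: DMSO wells as 0%, DMSO with 5 µM added PC-7 as 100% | Technique: Epi-absorbance of released pNA at 405 nm, two timepoints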
# GRK2 inh: blocks RNA aptamer binding to human GRK2. inhibition of aptamer binding, % at 10 µM. bead flow cytometry, FAM-aptamer displacement from GRK2. 0.59% of 330,000 active;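 active means inhibition of aptamer binding above 40%, roughly 3 SD of noise, on plates passing a quality check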;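 further: median bead fluorescence of bound FAM aptamer so fluorescent compounds give negative values; no value below 0 was filed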
# JMJD2C inh: blocks human GASC-1 demethylase activity. Q9H3R0. GST-JMJD2C(1-420) H3K9me3 demethylation, DELFIA europium. inhibition, % at 2.35 µM. 0.069% of 330,000 active. AID 2099;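 active means more than half of a compound's replicate wells show inhibition beyond 50%, single wells judged on their own value; inconclusive means some, but no more than half, of replicates pass 50% inhibition; inactive means no replicate passes 50% inhibition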;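 further: signal counts dimethyl H3K9 product captured on neutravidin plate; 0% = median of DMSO wells and 100% = 0.3 times that DMSO median; strong numbers were not always called active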
# Target sequence (Q9H3R0 1-420 limits assumed): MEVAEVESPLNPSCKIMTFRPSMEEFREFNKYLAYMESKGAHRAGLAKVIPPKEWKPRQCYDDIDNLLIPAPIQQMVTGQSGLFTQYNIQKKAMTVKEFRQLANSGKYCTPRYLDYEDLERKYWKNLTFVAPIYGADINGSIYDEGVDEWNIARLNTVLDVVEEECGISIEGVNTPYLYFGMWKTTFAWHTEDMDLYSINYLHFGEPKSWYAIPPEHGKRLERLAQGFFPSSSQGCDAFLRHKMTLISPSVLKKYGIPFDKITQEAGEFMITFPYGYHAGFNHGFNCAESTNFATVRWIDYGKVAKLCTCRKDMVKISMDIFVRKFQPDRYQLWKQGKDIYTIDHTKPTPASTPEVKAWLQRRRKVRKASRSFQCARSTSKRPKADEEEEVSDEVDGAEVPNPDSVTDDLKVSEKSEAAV
# proCasp3 act: activates human procaspase-3. P42574. recombinant procaspase-3 D3A, Ac-DEVD-pNA absorbance 405 nm. activation, % at 8.5 µM. 0.11% of 330,000 active. AID 463141;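 active means activation above the mean of all tested compounds plus 3 SD, cut at about 21% in these data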;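 further: 0% = DMSO alone and 100% = DMSO wells spiked with extra 5 µM PC-3 D3A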
#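 Assay system: Procaspase-3 D3A mutant, all three cleavage aspartates alanine. Buffer or medium: Zinc-free HEPES saline buffer with Triton X-100. Times: 1 h compound preincubation, 2 h substrate hydrolysis at 25 °C. Measured by: 405 nm absorbance of p-nitroaniline, reads at 0 and 120 min. Read-out basis: percent activation relative to control range. Replicates: singlicate.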
# Active calls of the source: *; i = inactive; ? = inconclusive; · = not tested or not shown.
SMILES,HCV core dimer,PP1 counter,CTSL1 counter,PP5 primary,VLA-4 inh,proCasp7 act,GRK2 inh,JMJD2C inh,proCasp3 act
Cc1cc(C(=O)Nc2cccc([N+](=O)[O-])c2)c(C)o1,2,1,0,0.8,6,3,2,-9,-6
CCc1ccc(C2CC(c3ccccc3C)n3nc(N)nc3N2)cc1 (centres undefined),-6,-1,0,-0.5,-17,4,0,4,-1
O=C(NC1CCCCNC1=O)c1ccc(Cl)cc1 (centres undefined),-9,-3,-3,2.2,25,3,1,7,-3
O=C(CNC(=O)c1ccccc1F)OCCCOC(=O)CNC(=O)c1ccccc1F,2,-6,-9,0.1,3,2,11,26,4
Cc1ccc(NS(=O)(=O)c2ccc(Br)cc2)nc1,-5,-8,6,-7.1,6,1,1,49,-3
CCCCN(C(=O)NC(=O)Nc1ccccc1C)S(C)(=O)=O,-3,2,-3,3.2,-1,1,1,-4,-3
COc1cc(-c2noc(CCCC(=O)NCc3ccccc3)n2)cc(OC)c1OC,0,-3,0,1.8,14,4,4,4,4
CC(Nc1nc(N2CCN(S(C)(=O)=O)CC2)nc2ccccc12)c1ccccc1 (centres undefined),10,2,0,2.9,39,-2,0,6,8
CCn1c(/C=C2\C(=O)Nc3ccccc32)nc2ccccc2c1=O,3,2,1,4.5,15,4,0,0,4
CCc1cc2c(=O)c(-c3ccc4c(c3)OCO4)coc2c(CN(C)C)c1O,9,0,-1,1.9,5,-8,1,9,-5
COCCN1C(=O)N[C@@H](c2cccs2)C(C(C)=O)=C1C,-1,-3,-4,1.6,-12,0,0,-3,3
O=C(NCCN1CCN(c2ccccc2F)CC1)C1CC(=O)N(C2CCCC2)C1 (centres undefined),0,-4,0,0.3,6,4,0,-1,-2
O=C(N/N=C/C=C/c1ccccc1)c1cccnc1,-9,2,10,0.6,-10,-4,1,-2,4
COc1cccc(C2CC(c3ccc(C)cc3)n3nc(N)nc3N2)c1 (centres undefined),-1,1,0,3.3,10,8,3,9,6
O=C1NCCCC1C(=O)N/N=C/c1ccc([N+](=O)[O-])cc1 (centres undefined),-1,-5,-5,1.0,38,8,1,0,1
COCCNc1nnc(SCC(=O)Nc2cc(C)on2)s1,·,1,·,-2.2,2,5,0,-6,-2
COc1ncccc1-c1nnn(-c2ccccc2)n1,-7,-1,2,1.9,-13,-1,0,-1,2
Cc1ccc(-c2cc(C(=O)N3N=C(C(F)F)CC3(O)C(F)F)c3ccccc3n2)cc1C (centres undefined),3,5,0,4.7,-1,-2,0,-7,-11
CC(C)n1cc(CN2CCC(Oc3ccc(C(=O)N4CCCC4)cc3)CC2)cn1,2,-2,2,0.1,12,-4,0,4,1
COc1ccc(-c2coc3c(CN4CCCCC4C)c(O)ccc3c2=O)cc1 (centres undefined),0,-1,6,1.1,1,5,0,3,2
CC1=NN(c2ccccc2)C(=O)C1/C=C1\NC(=S)NC1=O (centres undefined),-18,5,5,-0.2,8,-14,1,14,-11
COc1ccc([C@H]2CC(=O)C=C(/C=C/c3ccccc3)C2)cc1OC,·,1,·,3.4,-7,6,3,-2,13
Cc1c(NS(=O)(=O)c2cc(NC(=O)CCN3CCCC(C)C3)ccc2Cl)c(=O)n(-c2ccccc2)n1C (centres undefined),-1,-3,-2,0.3,31,8,1,-6,-1
Nc1c(Cl)cc(-c2csc(N3CCCC3c3nc4cc(Cl)c(N5CCCCC5)cc4n3CCOCCO)n2)cc1Cl (centres undefined),5,5,-1,1.0,15,-10,1,-4,-4
COc1ccc(S(=O)(=O)NCCc2ccco2)cc1OC,-7,-2,-3,2.5,28,-7,0,5,2
COc1ccccc1C(=O)N1CCC(C(=O)c2ccc(F)cc2)CC1,2,-4,-2,1.2,2,-3,0,6,-3
COc1cc(NC(=O)CSc2nnc3c(C)cc4cc(C)cc(C)c4n23)c(C(=O)O)cc1OC,-8,-2,-7,1.4,17,-4,2,22,5
COc1cccc([C@@H]2CC=C(C(=O)O)[C@H](c3ccc(Cl)cc3)N2S(=O)(=O)c2ccc(C)cc2)c1,-26,5,-4,4.0,4,6,1,2,4
CCCc1nc(NC(=O)c2ccccc2)nc(NC(=O)c2ccccc2)n1,-3,-1,2,-0.4,-6,5,3,14,-6
CC(NS(C)(=O)=O)C(c1cccs1)N1CCN(c2ccccc2F)CC1 (centres undefined),-1,2,-2,1.9,-2,9,0,5,7
COc1cccc(-c2cc(C(=O)Nc3ccc([N+](=O)[O-])cn3)c3ccccc3n2)c1,9,4,2,3.2,24,-9,20,3,-4
NC(=O)c1nsc(C(=O)N(c2ccccc2)C(C(=O)NCc2ccc(F)cc2)c2ccc(O)cc2)c1N (centres undefined),2,14,6,4.4,-20,157*,4,-56,-76
Cc1ccc(NC(=O)C2CCCN(c3ncccn3)C2)cc1C (centres undefined),-7,0,2,1.9,-28,3,0,-11,6
Cc1ccccc1-c1nc(CN2CCC(C(=O)NCCCN3CCCC(C)C3)CC2)c(C)o1 (centres undefined),3,-4,-1,-1.4,5,2,0,25,6
CCN(CC)CCCNc1nc(C)cc(COC)c1C#N,1,-8,0,-2.0,4,-5,0,11,-4
COc1ccc(C2CC(c3ccccc3)Nc3nc(NS(C)(=O)=O)nn32)cc1 (centres undefined),-1,2,-3,-2.0,9,4,1,6,8
O=C(COC(=O)/C=C/c1ccccc1Cl)NCCNC(=O)COC(=O)/C=C/c1ccccc1Cl,5,-2,-13,1.5,2,12,0,-1,2
CCN(CC)Cc1nc2c(c(=O)[nH]1)C1(CCCC1)Cc1ccccc1-2,5,-10,-5,4.2,4,-11,0,2,-7
COc1cc(-c2nnc(CSc3nnc(N)s3)o2)cc(OC)c1OC,-17,3,-2,-0.2,-5,11,0,2,5
O=C(O)c1cc2c(s1)-c1ccccc1OC2,6,-4,2,-1.1,18,-1,2,8,4
Cc1ccc2oc(=O)n(CC(=O)c3ccc(F)cc3)c2c1,-4,3,-4,0.9,3,6,0,14,-7
CCCCS(=O)Cc1ccccc1 (centres undefined),3,-5,0,2.6,13,-1,2,-4,-1
CCN(C(=O)CSc1nc2ccccc2c(=O)n1-c1ccc(C)cc1)C1CCS(=O)(=O)C1 (centres undefined),2,-1,-3,1.1,1,-2,0,-1,-1
C/C(=N\Nc1cc(N2CCOCC2)nc(C)n1)c1cccc([N+](=O)[O-])c1,-8,4,0,2.8,10,1,4,7,11
COc1ccccc1N1N=C(c2ccc([N+](=O)[O-])cc2)CC1c1ccccc1 (centres undefined),11,-1,1,2.1,i,0,0,-2,-5
C(=N\Nc1nc(Nc2ccccc2)nc(N2CCCCC2)n1)/c1ccco1,12,2,-1,1.9,0,0,0,-12,-13
CCCCNc1c(C(=O)OCC)c(=O)[nH]c2ccccc12,0,2,2,1.8,13,9,1,-1,-8
Cc1cccc(NC(=S)N(CCN2CCOCC2)Cc2ccccc2F)c1,3,0,-5,3.3,4,-8,1,4,3
COc1ccccc1CCC(=O)OCC(=O)Nc1cc(C)nn1-c1ccccc1,-2,-9,-6,-1.8,12,1,2,6,-6
Fc1ccc(/C=N/NC(=S)Nc2ccc(Cl)cc2Cl)cc1,9,6,0,-1.1,7,-1,0,9,6
COC(=O)c1oc2nc(C)cc(C)c2c1N,-2,-2,-1,-2.3,37,0,2,5,5
COc1ccc(-n2c(=O)c3c4c(sc3n(CC(=O)Nc3cc(C)[nH]n3)c2=O)CCC4)c(OC)c1,5,-2,-2,2.1,-7,1,0,3,-5
COc1ccc(-c2ccc(SCC(=O)N3CCOCC3)nn2)cc1,-3,-1,-1,4.1,0,-4,4,-2,3
CC1CCN(CCCNC(=O)COc2cc(=O)n(C)c3ccccc23)CC1,-5,2,1,0.7,6,4,0,-2,38*
COC(=O)c1ccc(CSc2nc3c(cnn3-c3ccccc3)c(=O)[nH]2)o1,11,5,2,1.6,-9,15,0,14,11
CCC1=NN2C(=N)/C(=C\c3cccn3-c3c(C)cccc3C)C(=O)N=C2S1,16,2,0,-0.8,3,5,1,3,-4
CCOc1ccc2c(c1)C(C)=CC(C)(C)N2C(=O)Nc1ccccc1,-13,2,2,5.0,7,-15,3,9,-19
CCOC(=O)C(C(=O)NCc1ccc(C)cc1)c1ncc(C(F)(F)F)cc1Cl (centres undefined),-1,2,1,4.7,13,-5,1,10,-7
O=C(Nn1c(C2CCCCC2)nc2ccccc2c1=O)c1cc(Cl)ccc1[N+](=O)[O-],-2,-2,-3,-0.7,-5,-1,0,-41,5
O=C(NCC(c1ccco1)N1CCCC1)c1cc2ccccc2s1 (centres undefined),·,-3,·,-0.6,3,-1,0,-5,5

# Part of the list above, with two lines to a compound.
# Every second line gives: HCV core dimer, PP1 counter, CTSL1 counter, PP5 primary, VLA-4 inh, proCasp7 act, GRK2 inh, JMJD2C inh, proCasp3 act
Nc1c(Cl)cc(-c2csc(N3CCCC3c3nc4cc(Cl)c(N5CCCCC5)cc4n3CCOCCO)n2)cc1Cl (centres undefined)
    5, 5, -1, 1.0, 15, -10, 1, -4, -4
O=C(CNC(=O)c1ccccc1F)OCCCOC(=O)CNC(=O)c1ccccc1F
    2, -6, -9, 0.1, 3, 2, 11, 26, 4
CCCCN(C(=O)NC(=O)Nc1ccccc1C)S(C)(=O)=O
    -3, 2, -3, 3.2, -1, 1, 1, -4, -3
CCCCNc1c(C(=O)OCC)c(=O)[nH]c2ccccc12
    0, 2, 2, 1.8, 13, 9, 1, -1, -8
O=C1NCCCC1C(=O)N/N=C/c1ccc([N+](=O)[O-])cc1 (centres undefined)
    -1, -5, -5, 1.0, 38, 8, 1, 0, 1
Cc1ccc(NS(=O)(=O)c2ccc(Br)cc2)nc1
    -5, -8, 6, -7.1, 6, 1, 1, 49, -3
COc1cccc([C@@H]2CC=C(C(=O)O)[C@H](c3ccc(Cl)cc3)N2S(=O)(=O)c2ccc(C)cc2)c1
    -26, 5, -4, 4.0, 4, 6, 1, 2, 4

# More results.
SMILES,HCV core dimer,PP1 counter,CTSL1 counter,PP5 primary,VLA-4 inh,proCasp7 act,GRK2 inh,JMJD2C inh,proCasp3 act
Cc1nn(Cc2ccc([N+](=O)[O-])cc2)c(=O)n1-c1c(F)cccc1F,-2,-1,1,0.7,-2,-1,0,-1,9
CSCC[C@H](NC(=O)C1=NN(c2c(F)c(F)cc(F)c2F)C(=O)CC1)c1nc2ccccc2[nH]1,1,-1,0,1.1,1,3,6,5,4
Cc1cccc(C)c1NC(=O)c1cc(-c2ccccn2)nc2ccccc12,-3,-2,3,0.8,0,11,0,5,-2
O=C(CCNS(=O)(=O)c1ccccc1F)OCc1ccccc1Cl,·,·,·,·,-8,3,0,-6,7
CCCC(CCC)C(=O)OC1C[C@H]2CC[C@@H](C1)[N+]2(C)C (some centres undefined),3,-4,1,0.5,-3,-1,0,?,9
O=C(O)c1ccc(CNC(=O)c2ccc(S(=O)(=O)N3CCCCC3)cc2)cc1,·,-1,·,-0.4,6,5,2,2,9
